Pol kappa inh – inhibitors of human DNA polymerase kappa; AID 588579; Potency, µM (top dose mostly 107 µM), for the others: top-dose activity, negative = inhibition, hits mostly inhibitors; 0.53% of 400,000 active; purified Pol kappa, fluorescent DNA synthesis assay, 10 min; further: potency means the concentration at half of the fitted maximal effect; on the % scale 0 is the no-effect control and ±100 the full control effect
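50 nM final substrate added after 15 min RT preincubation of 10 nM Pol kappa with compound; fluorescence read at 0 and 10 min.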
Pol eta inh – DNA polymerase eta (human) inhibition. recombinant Pol eta, fluorescent DNA replication assay. Potency, µM (doses to about 114 µM), for the others: at the top dose activity change, negative = inhibition, usual class: inhibitors. 1.2% of 390,000 active; further: potency means the concentration at half of the fitted maximal effect; on the % scale 0 is the no-effect control and ±100 the full control effect
Target sequence (Q9Y253 whole entry, looked up): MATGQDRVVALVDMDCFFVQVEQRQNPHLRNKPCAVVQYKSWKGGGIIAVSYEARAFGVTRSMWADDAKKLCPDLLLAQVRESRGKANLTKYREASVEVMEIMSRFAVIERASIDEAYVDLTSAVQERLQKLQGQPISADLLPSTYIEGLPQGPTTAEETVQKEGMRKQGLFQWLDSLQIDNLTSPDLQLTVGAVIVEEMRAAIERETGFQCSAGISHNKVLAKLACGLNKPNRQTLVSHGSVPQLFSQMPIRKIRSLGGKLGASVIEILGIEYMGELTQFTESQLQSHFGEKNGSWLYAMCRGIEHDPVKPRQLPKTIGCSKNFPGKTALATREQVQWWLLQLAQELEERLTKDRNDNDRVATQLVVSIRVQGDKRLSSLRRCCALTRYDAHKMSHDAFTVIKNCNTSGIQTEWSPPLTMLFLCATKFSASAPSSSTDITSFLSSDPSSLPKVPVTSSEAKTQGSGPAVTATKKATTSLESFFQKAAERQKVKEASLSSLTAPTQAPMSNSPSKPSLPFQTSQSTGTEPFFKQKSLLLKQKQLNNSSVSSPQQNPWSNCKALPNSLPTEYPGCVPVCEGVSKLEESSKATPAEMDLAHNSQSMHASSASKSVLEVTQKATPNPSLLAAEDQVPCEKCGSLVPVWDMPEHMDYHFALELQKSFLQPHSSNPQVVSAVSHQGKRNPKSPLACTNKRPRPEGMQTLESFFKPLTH
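Pol eta at 10 nM preincubated with compounds 15 min at room temperature; reaction started with fluorescent substrate (50 nM final) and read kinetically at 0 and 10 min.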
APE1 inh – APE1 (human) endonuclease inhibition; P27695; recombinant APE1, TAMRA/BHQ-2 abasic DNA cleavage fluorescence; Potency, µM (top dose mostly 65.8 µM), for the others: at the top dose activity change, negative = inhibition, hits mostly inhibitors; 0.35% of 350,000 active; AID 2517;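 further: potency means the concentration at half of the fitted maximal effect; plate controls were vehicle for no effect and reference inhibitor for full effect; nearly all actives have a fitted effect of over 55% in size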
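Quantitative HTS: incision of a TAMRA/BHQ-2 double-stranded substrate bearing a tetrahydrofuran abasic site by 0.75 nM APE1 raises fluorescence. Substrate 50 nM final, added after 15 min compound preincubation at room temperature; progress as third-minus-first kinetic read difference.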
GRP78 ERSR act – inducers of ER stress response in human glioma cells; Potency, µM, for inactives: at the highest dose activation, actives largely listed as activators; AID 602332; 0.02% of 420,000 active; U87-MG GRP78 promoter luciferase reporter, 16 h; further: potency means the concentration at half of the fitted maximal effect; series mostly up to about 76 µM; % of control where 0% means no effect; nearly all actives have a fitted effect of over 35% in size
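Stably transfected U87-MG glioma cells carrying a GRP78-based luciferase sensor; 16 h compound incubation. Luminescence end-point read 10 min after Bright-Glo addition at room temperature.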
Anesthetic bind – candidate novel general anesthetic via apoferritin binding | P02791 | apoferritin/1-aminoanthracene competitive binding, fluorescence | Potency, µM (highest dose often 77.5 µM), for inactives: at the top dose activity change, negative = displacement, actives largely listed as inhibitors | 0.074% of 350,000 active; further: potency means the concentration at half of the fitted maximal effect; on the % scale 0 is the no-effect control and ±100 the full control effect; nearly all actives have a fitted effect of over 20% in size
Target sequence (P02791 2-175 limits assumed): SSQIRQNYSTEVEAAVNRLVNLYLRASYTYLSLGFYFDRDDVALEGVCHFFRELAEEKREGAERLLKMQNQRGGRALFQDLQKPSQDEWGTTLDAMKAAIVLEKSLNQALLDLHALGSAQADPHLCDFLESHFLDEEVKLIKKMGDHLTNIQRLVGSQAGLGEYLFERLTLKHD
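Probe: 1-aminoanthracene (50% saturated, PBS). Protein: horse-spleen apoferritin, 10 uM. Incubation: 10 min, room temperature. Detection: 380 nm excitation, 535 nm emission. Analysis: normalized response, four-parameter Hill.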
Pol beta inh – DNA polymerase beta (human) inhibition; P06746; Pol beta primer extension/strand displacement, fluorescence kinetic; Potency, µM (highest dose often 114 µM), for inactives: top-dose activity change, negative = inhibition, actives largely listed as inhibitors; 1.3% of 340,000 active; further: potency means the concentration at half of the fitted maximal effect; on the % scale 0 is the no-effect control and ±100 the full control effect
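Kinetic readout of DNA synthesis with strand displacement by Pol beta. Compound and 10 nM enzyme sit 15 min at room temperature; 50 nM substrate starts the reaction, read immediately and at 10 min.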
BLM helicase inh – blocks DNA unwinding by human BLM helicase. recombinant BLM DNA unwinding, fluorescence dequenching. 0.2% of 350,000 active. Potency, µM (doses to about 56.1 µM), inactives show at the highest dose activity change, negative = inhibition, usual class: inhibitors. P54132;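 further: potency means the concentration at half of the fitted maximal effect; plate controls were vehicle for no effect and no enzyme for full effect; nearly all actives have a fitted effect of over 35% in size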
Pol iota inh – blocks human DNA polymerase iota activity. Q9UNA4. Pol iota fluorescent replication assay, 10 min. Potency, µM (titrated, usually from 115 µM), without a hit: at the top dose activity, negative = inhibition, usual class: inhibitors. 1% of 390,000 active; further: potency means the concentration at half of the fitted maximal effect
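Fluorescent replication assay read twice, at 0 min and 10 min after adding 50 nM (final) substrate. Enzyme (10 nM) and compounds were first incubated 15 min at room temperature; enzyme-free buffer wells were negative controls.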
LDHA inh – LDHA (human) enzyme inhibition; P00338; AID 1347041; purified LDHA, NADH/diaphorase-resazurin fluorescence; active compounds read low; activity change, % (values are at about 110 or 230 µM); 0.15% of 480,000 active; in the data active means activity change below about -30%; inconclusive means mostly about -25% to -30%;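 further: plate controls were DMSO wells for no effect and wells without enzyme for full effect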
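Human LDH5 at 2 nM final in Tris HCl pH 7.4 with 0.06 mM NADH and 0.2 mM pyruvate, reacted 5 minutes at room temperature. Remaining NADH coupled via diaphorase/resazurin; resorufin fluorescence read at 0 and 20 minutes, normalized to enzyme-free and DMSO wells.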
Starred values were filed as active, the others as inactive; ? = inconclusive; / = not tested or not shown; & = joins results of further samples; [ ] = remark or other dose. Unless noted, the call rests on the fitted dose curve; in most records, active means well fitted curve in the direction sought with a large enough effect; inconclusive means small, poorly fitted or top-dose-only effect, or another doubt; inactive means no such curve, though single readings can be large; an effect the other way counts as inactive or inconclusive.

Molecule	Pol kappa inh	Pol eta inh	APE1 inh	GRP78 ERSR act	Anesthetic bind	Pol beta inh	BLM helicase inh	Pol iota inh	LDHA inh
Cc1ccccc1OCC(=O)N/N=C/c1cccc2cccnc12	-21%	-2%	-19%	-2%	?	23%	-4%	18%	-4
Cn1c(SCC(=O)NCC2CCCO2)nc2c([nH]c3ccccc32)c1=O (configuration not stated)	-6%	-1%	-4%	-3%	-13%	2%	-5%	6%	-9
COc1ccc(C(=O)NCC2(c3ccccc3)CCOCC2)cc1	-9%	-12%	-1%	-3%	12%	10%	-2%	134%[activator]	-5&-4
CCOc1ccccc1NC(=O)c1cc(=O)[nH]c2ccc(S(=O)(=O)N3CCOCC3)cc12	-1%	-4%	11%	-3%	/	/	/	-4%	-2
COc1ccc(N2CCN(CCNC(=O)Nc3cccc(C)c3C)CC2)cc1	-11%	2%	37%	-1%	2%	28%	-3%	0%	-11
Cc1ccc(S(=O)(=O)Nc2ccncc2)c(C)c1	-2%	0%	20%	-1%	1%	3%	-3%	30%	-9
OCc1ccc(-c2ccccc2)c(-c2ccccc2)c1	-15%	-16%	/	-2%	/	/	/	41%[activator]	-12
Cn1c(SCC(=O)Nc2cccnc2Cl)nnc1-c1ccco1	-4%	-12%	-15%	0%	/	/	/	3%	-1
Cc1cc2oc(=O)cc(CSc3nc(N)cc(N)n3)c2cc1C(C)C	-14%	-11%	-5%	-5%	?	-1%	-4%	0%	3&-7
COc1cc(C2(c3ccc(O)c(OC)c3)C(=O)N(C)c3ccc(C)cc32)ccc1O	0%	2%	/	0%	/	/	/	-18%	-11
CC(C)n1ncc2c(C(=O)O)cc(C3CC3)nc21	10%	6%	0%	3%	-12%	-1%	-3%	5%	-2
COc1cc(-c2noc(CN3CCN(c4ccccc4)CC3)n2)cc(OC)c1OC	-6%	-17%	/	-1%	30%	35%	-3%	4%	3
COCc1c(C(=O)N2CCN(Cc3nc4ccccc4s3)CC2)oc2ccccc12	-25%	-10%	-13%	5%	/	/	/	-18%	-33*
Cc1ccc(SCc2nc(-c3ccc(C(=O)NCc4ccccc4Cl)cc3)oc2C)cc1	4%	-2%	/	-1%	-3%	3%	-6%	9%	-11
O=C(NCCc1ccc(Cl)cc1)C1CCN(c2ncccn2)CC1	-11%	-11%	12%	-4%	-1%	-1%	4%	112%[activator]	-14
Cc1ccc(S(=O)(=O)NCCCCCC(=O)Nc2c(C)n(C)n(-c3ccccc3)c2=O)cc1	-2%	-1%	0%	-2%	-7%	-4%	-1%	14%	-2
O=C(CSc1nnc2ccc(-c3ccccn3)nn12)Nc1ccc(F)cc1F	-4%	-12%	0%	-1%	/	/	/	31%[activator]	-3
CCOc1ccccc1CNc1ncnc2c1nc1n2CCCC1	-6%	-8%	/	-2%	8%	29%	-2%	11%	-15
CCOC(=S)SCC(=O)Nc1ncc(C)s1	-9%	-9%	18%	?	5%	2%	-8%	44%[activator]	-3
COc1ccc(NCc2nnc(SCC(=O)Nc3ccccc3OC)o2)cc1	-13%	-7%	0%	-4%	-10%	-17%	-1%	3%	18
CCOC(=O)c1cnc(-n2nc(C)cc2C)nc1NNc1nc(C)cc(C)n1	1%	-1%	2%	-4%	-2%	3%	0%	-11%	-19
CCCCN(C)CCNC(=O)CCNC(=O)Cn1ccc2ccccc2c1=O	-2%	-29%	-7%	-3%	-6%	19%	-6%	17%	-2
CCOC(=O)c1c(C)oc2ncnc(Nc3cccc(C(F)(F)F)c3)c12	-2%	-19%	/	1%	-3%	-6%	3%	41%[activator]	-7
O=C(COc1ccc2ccccc2c1)Nc1cccnc1Cl	0%	-14%	9%	3%	1%	38%	-9%	?	-1
Cc1ccc(C(=O)OC(C)CN2C(C)CCCC2C)cc1 (configuration not stated)	-2%	?	58%[activator]	3%	-5%	-13%	0%	17%	-5
Cc1sc2ncnc(NCCCn3ccnc3)c2c1C	-4%	-3%	3%	-5%	-9%	2%	0%	24%	-9
CCOc1ccc(OCCC(=O)OC(C)C(=O)Nc2ccc(Cl)cn2)cc1 (configuration not stated)	-14%	-10%	-26%	-3%	/	/	/	14%	-1
O=C(NC1CCCCC1)c1ccc(NS(=O)(=O)c2cccc3cccnc23)cc1	4%	-7%	0%	-4%	?	-8%	-1%	-5%	0
CCOCCCn1c(NN)nc2ccccc2c1=O	-5%	-21%	-16%	0%	-14%	-2%	-4%	13%	-12
Brc1ccc(-c2noc3c2-c2nc(-c4ccccc4)sc2CC3)cc1	2%	-4%	/	-5%	/	/	/	16%	-1

Continued:
Molecule	Pol kappa inh	Pol eta inh	APE1 inh	GRP78 ERSR act	Anesthetic bind	Pol beta inh	BLM helicase inh	Pol iota inh	LDHA inh
Cc1ccc(CC(CC(=O)NCCc2ccc3c(c2)OCO3)C(=O)O)cc1 (configuration not stated)	-7%	-11%	2%	-1%	-12%	12%	5%	6%	0
CN(C(=O)c1ccc2nc(N)sc2c1)c1ccccc1	-11%	-15%	14%	-4%	-6%	4%	-2%	77%[activator]	-3
CCCS(=O)(=O)c1nc(S(=O)(=O)c2ccc(C)cc2)c(N2CCN(CC)CC2)s1	-2%	-3%	-7%	-6%	-6%	13%	1%	3%	-9
O=C1CSCC(=O)N1Cc1ccc(Cl)cc1Cl	-15%	0%	-9%	-3%	?	14%	-5%	-12%	-9
CCSc1nnc(Cc2cc(=O)[nH]c(=O)[nH]2)n1-c1ccc(Cl)cc1	-2%	-15%	-3%	-4%	-12%	-2%	0%	5%	-1
CN1CCc2c(sc3c2C(=O)NC(c2ccc(OC(=O)c4ccccc4)cc2)N3)C1 (configuration not stated)	5%	-1%	/	2%	0%	93%	2%	33%[activator]	-5
COc1ccc(C2CC(c3ccc4ccccc4c3OC(C)=O)=NN2C(C)=O)cc1 (configuration not stated)	-6%	-2%	-1%	5%	3%	3%	-5%	18%	-4
Cc1sc(NC(=O)CCCCC(=O)Nc2sc(C)c(C)c2C(=O)O)c(C(=O)O)c1C	-1%	-1%	/	-8%	/	/	/	2%	-2
O=c1[nH]c(SCc2ccc(Cl)cc2)nc2c1CCC2	-6%	-4%	4%	10%	-22%	3%	0%	27%	-1
Cc1cc(-c2ccc(C)c(S(=O)(=O)NCCCN3CCCCCC3)c2)on1	-24%	-8%	29%	-2%	-5%	9%	-11%	18%	-1
C=C(C)C(=O)N1CC2(CC(c3cccc(NC(=O)/C(C)=C\C)c3)=NO2)C[C@H]1C(N)=O (some centres not stated)	-12%	-6%	0%	-3%	0%	-8%	-2%	-23%	-3
COc1cccc(C2=NOC(C(=O)NCC3CCCO3)C2)c1 (configuration not stated)	0%	6%	-1%	0%	-8%	42%	2%	?	2
COc1ccc(C(=O)CCC(=O)N2CCN(c3ccc(N4CCOCC4)nn3)CC2)cc1	-3%	-20%	-2%	-5%	44%[activator]	-4%	2%	15%	-7
Nc1ccc2c(c1)C(=O)Cc1ccccc1S2	-2%	-10%	3%	0%	-10%	1%	-3%	125%[activator]	-3
COC(=O)C1=C(C(=O)OC)[C@@H]2Nc3ccccc3[C@@]23C[C@@H](C(=O)OC)N(C(=O)NC2CCCCC2)C3=N1	-12%	-8%	/	-4%	/	/	/	27%	-7
O=C(Nc1nnc(-c2ccc3c(c2)OCCO3)o1)C1CCCCC1	2%	-4%	-3%	-3%	-2%	-20%	0%	103%[activator]	-9
CC(C)(Oc1ccc(CCNC(=O)c2ccc(-c3ccc(Cl)cc3)o2)cc1)C(=O)O	-1%	-19%	5%	7%	0%	-1%	-4%	84%[activator]	-2
CCCCOc1ccccc1C1C(C(=O)OC)=CN(CC)C=C1C(=O)OC	-12%	-2%	-5%	-5%	699%[activator]	5%	-7%	2%	1
O=C(Nc1cccc(C(=O)N2CCCCC2)c1)c1ccccc1Br	-3%	-17%	43%[activator]	0%	-14%	-1%	-1%	9%	-1
CCN(C(=O)COC(=O)c1ccc(Cl)c(N)c1)C1CCS(=O)(=O)C1 (configuration not stated)	5%	-14%	5%	0%	1%	9%	-1%	33%[activator]	-1
CCn1c(CCCCc2n[nH]c(=S)n2CC)n[nH]c1=S	-8%	7%	2%	-4%	-3%	-19%	1%	16%	-6
CC(C)C[C@H](NC(=O)C1(c2ccccc2)CCN(C(=O)[C@H]2CSCN2C(=O)OC(C)(C)C)CC1)C(=O)O	-9%	0%	-10%	-5%	0%	58%	2%	25%	-4
COc1ccc2sc(-c3ccc(N(C)C)cc3)c(-c3ccc4cc[nH]c4c3)c2c1	12%	-4%	14%	6%	/	/	/	41%	3
Cc1ccc(O)c(C(=O)CC(=O)c2cccc(F)c2)c1	-11%	-20%	-1%	-1%	-18%	-12%	-5%	-5%	6
COc1ccccc1/C=C/CN1CCCC(CO)(CCc2ccccc2)C1 (configuration not stated)	-6%	-13%	10%	-3%	-22%	7%	-1%	23%	-2
CCOc1ccccc1NC(=O)C(=O)NCC(c1cccnc1)N1CCN(c2ccccc2)CC1 (configuration not stated)	-11%	-16%	/	0%	2%	-11%	-3%	?	4
CCc1cc(CNC(=O)CCc2nnc(Cc3cccc(C)c3)o2)on1	0%	-6%	2%	-2%	-4%	13%	-1%	-11%	-7

Sorted by molar mass (ascending): some entries from above.
Molecule	Pol kappa inh	Pol eta inh	APE1 inh	GRP78 ERSR act	Anesthetic bind	Pol beta inh	BLM helicase inh	Pol iota inh	LDHA inh
Cc1cc(-c2ccc(C)c(S(=O)(=O)NCCCN3CCCCCC3)c2)on1	-24%	-8%	29%	-2%	-5%	9%	-11%	18%	-1
COc1ccc2sc(-c3ccc(N(C)C)cc3)c(-c3ccc4cc[nH]c4c3)c2c1	12%	-4%	14%	6%	/	/	/	41%	3
COc1ccc(C(=O)CCC(=O)N2CCN(c3ccc(N4CCOCC4)nn3)CC2)cc1	-3%	-20%	-2%	-5%	44%[activator]	-4%	2%	15%	-7

Assay outcomes from PubChem BioAssay.

The list is partial (hit frequency here may not be typical).
